Source: PubChem (several laboratories)
3CLpro inhibitor – SARS-CoV 3CLpro protease inhibition; recombinant SARS-CoV 3CLpro, quenched FRET peptide cleavage; inhibition, % at 6 µM; 290,000 compounds, 0.14% hits; AID 1706; in the data active = inhibition above about 12%
Anthrax LF inh2 – anthrax lethal factor protease inhibition; 360,000 compounds, 0.12% hits; multiplex microsphere protease cleavage assay, LF; inhibition, % at 10 µM; note: plate controls were buffer without enzyme for full effect and enzyme alone for no effect
PrPC surface inh – reduces human prion protein on the cell surface | P04156 | cell surface PrPC, TR-FRET read-out | inhibition, % at 13.8 µM | 370,000 compounds, 0.43% hits; in the data active = inhibition above about 24%; note: 0% = median of the test wells and 100% = reference compound wells
TcdB inh – inhibitors of Clostridioides difficile toxin B glycohydrolase. P18177. TcdB glycohydrolase enzymatic assay, plate reader. inhibition, % at 9.99 µM. 350,000 compounds, 0.24% hits; in the data active = inhibition above about 10%
PfHsp40 rescue – compounds rescuing yeast from Plasmodium falciparum HSP40 toxicity | S. cerevisiae expressing PfHsp40, growth rescue, ATP luminescence | growth rescue, % at 12.5 µM | 340,000 compounds, 0.68% hits | AID 504582; in the data active = growth rescue above about 28%, passing the limit was not always enough; inconclusive = no clear call, values can overlap the other calls;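 note: yeast W303a lacking pdr1 and pdr3 grown in galactose medium; growth measured after three days at 30 °C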
BoNT A protease – inhibitors of Botulinum neurotoxin A light chain protease | 360,000 compounds, 0.17% hits | AID 588499 | multiplex microsphere protease substrate cleavage, flow cytometry | inhibition, % at 10 µM; note: plate controls were buffer without enzyme for full effect and enzyme alone for no effect
Yp Topo-I inh – inhibitors of Yersinia pestis topoisomerase I; Y. pestis Topo-I cleavage product accumulation, plate reader; activity, % at 10 µM; 360,000 compounds, 0.064% hits; AID 504884; in the data active = activity above about 50%, passing the limit was not always enough; inconclusive = no clear call, values can overlap the other calls; note: inactives centre near 2
BH1578 lux ind – induces V. cholerae light production without autoinducers; V. cholerae BH1578 lux reporter, luminescence, 6 h; activation, % at 18.7 µM; 350,000 compounds, 0.16% hits; in the data active = activation mostly above about 9.7%, no sharp cut-off; inconclusive = no clear call, values can overlap the other calls; inactive = mostly below about 3.7%; note: not every result past the cut was called active; inactives centre near 0; reference of the scale not given here
PriA SSB inh – inhibitors of Klebsiella pneumoniae PriA binding to SSB C-terminal tail | inhibition, % at 33 µM | AID 1272365 | 430,000 compounds, 0.6% hits | AlphaScreen SSBct-PriA binding, biotinylated peptide; in the data active = inhibition mostly above about 37%, no sharp cut-off; inactive = mostly below about 20%;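 note: plate controls were negative control peptide for no effect and reference peptide for full effect; strong numbers were not always called active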
Numbers without * were called inactive; i = inactive; ? = inconclusive; nt = not tested or not shown; & = joins results of further samples. Cut-off read from the data, not from the text of the source, unless noted: active = inhibition above about 30%; inconclusive = no clear call, values can overlap the other calls; inactive = below that. This is a subset. The share of hits here may be higher or lower than overall.

canonical_smiles	PriA SSB inh	PfHsp40 rescue	BoNT A protease	Anthrax LF inh2	PrPC surface inh	TcdB inh	BH1578 lux ind	Yp Topo-I inh	3CLpro inhibitor
Cc1ccsc1C(=O)N1CCN(c2ccccn2)CC1	-15	0.0	nt	nt	-2	0.0	i	3	-1
CNc1cc(-c2ccc(C(=O)OC)cc2)ncn1	nt	nt	-0.2	-4	5	0.7	i	9	nt
COc1ccc2c(c1)CC/C2=N\OC(=O)c1ccccc1C	nt	-0.2	0.3	-3	-4	2.9	1.6	-7	2
CC1CCN(C(=O)Cn2cc(C#N)c3ccccc32)CC1	-11	1.1	-0.5	1	-2	nt	1.1	9	-3
CCOC(=O)Cn1ccc2cc(S(=O)(=O)N3CCCC3)ccc21	nt	nt	0.3	1	-7	-1.9	0.0	-8	nt
Cc1nn2cnc3sc4c(c3c2nc1=O)CCCC4	-4	-0.6	-0.4	-1	1	nt	nt	2	-4
CCCCCCCCN1C(=O)[C@H](CC(=O)NCCC(C)C)C[C@@]2(C(=O)OCC)CCCC=C12	nt	nt	-0.6	-12	-2	0.6	nt	nt	nt
O=C(CS(=O)c1ccc(F)cc1)N1CCOCC1 (stereo not given)	-6	-0.2	-1.4	-13	11	2.1	i	-4	-2
CC(=O)c1c(C)nc2cc(Cl)ccc2c1N	0	0.8	-0.5	-3	4	nt	-0.9	-2	-1
CC1SC2(NC1=O)C1CC3CC(C1)CC2C3 (stereo not given)	-1	0.8	-1.2	-2	-4	-1.5	i	9	-3
CN(C)S(=O)(=O)N(CC(=O)Nc1ccc2ccccc2c1)c1ccccc1	-23	-0.1	-0.9	-2	5	nt	-1.4	12	1
CCOC(=O)CN1C(=O)C(CC)Oc2ccc(Cl)cc21 (stereo not given)	5	1.8	-4.5	-1	0	-0.4	-0.2	9	-3
CCC1CCCCN1CCCNC(=O)CCNC(=O)Cn1cnc2ccccc2c1=O (stereo not given)	-10	-1.9	-2.5	0	-1	-0.1	-0.5	6	-3
CC1(c2cccc(Br)c2)NC(=O)N(CC(=O)NCC2CCCO2)C1=O (stereo not given)	-11	-0.2	-0.9	-4	-7	1.2	2.9	-5	nt
COc1cccc(OC)c1OC(=O)/C=C/c1ccc(C)o1	-12	2.8	-5.6	9	-8	0.9	i	4	3
O=S(=O)(NCC1COc2ccccc2O1)c1ccccc1F (stereo not given)	-14	0.2	1.5	0	1	0.5	i	-1	nt
Cc1ccc(C)c(NC(=S)N(C)C)c1	-2	0.2	-3.7	-3	4	-0.4	-0.8	-7	0
CCn1cc(C(=O)NCc2ccc3c(c2)OCO3)c(=O)c2cc(S(=O)(=O)N(C)C)ccc21	-1	11	1.0	-2	-5	-1.0	i	1	4
CCCCOc1ccc(C(=O)Nc2cc(C)c(OCC(=O)N3CCOCC3)c(C)c2)cc1	-18	0.1	0.3	3	4	nt	i	33	-1
CCC1Oc2ccccc2N(CC(=O)NCCN2CCCC2)C1=O (stereo not given)	-17	0.3	1.2	-2	-2	-0.1	-0.3	-2	-2

Filtered by structure: the compounds so far with a Cl atom
canonical_smiles	PriA SSB inh	PfHsp40 rescue	BoNT A protease	Anthrax LF inh2	PrPC surface inh	TcdB inh	BH1578 lux ind	Yp Topo-I inh	3CLpro inhibitor
CC(=O)c1c(C)nc2cc(Cl)ccc2c1N	0	0.8	-0.5	-3	4	nt	-0.9	-2	-1
CCOC(=O)CN1C(=O)C(CC)Oc2ccc(Cl)cc21 (stereo not given)	5	1.8	-4.5	-1	0	-0.4	-0.2	9	-3

Back to the main list, starting 5 compounds before the break.
canonical_smiles	PriA SSB inh	PfHsp40 rescue	BoNT A protease	Anthrax LF inh2	PrPC surface inh	TcdB inh	BH1578 lux ind	Yp Topo-I inh	3CLpro inhibitor
O=S(=O)(NCC1COc2ccccc2O1)c1ccccc1F (stereo not given)	-14	0.2	1.5	0	1	0.5	i	-1	nt
Cc1ccc(C)c(NC(=S)N(C)C)c1	-2	0.2	-3.7	-3	4	-0.4	-0.8	-7	0
CCn1cc(C(=O)NCc2ccc3c(c2)OCO3)c(=O)c2cc(S(=O)(=O)N(C)C)ccc21	-1	11	1.0	-2	-5	-1.0	i	1	4
CCCCOc1ccc(C(=O)Nc2cc(C)c(OCC(=O)N3CCOCC3)c(C)c2)cc1	-18	0.1	0.3	3	4	nt	i	33	-1
CCC1Oc2ccccc2N(CC(=O)NCCN2CCCC2)C1=O (stereo not given)	-17	0.3	1.2	-2	-2	-0.1	-0.3	-2	-2
CN1CCN(S(=O)(=O)c2ccc(NC(=O)c3cccc(F)c3)cc2)CC1	3	-1.2	-0.3	4	5	0.5	0.8	-4	1
CC(C)C[C@H](NC(=O)NCCC1=CCCCC1)C(=O)O	-7	0.2	nt	nt	6	1.0	-0.2	9	-1
CCN(CC)CCCN1C(=O)C(=O)/C(=C(/O)c2ccc3c(c2)OCCO3)C1c1ccco1 (stereo not given)	nt	0.0	-0.1	-10	-8	nt	-0.3	5	4
CCCCC(=O)Nc1cccc(-c2nn3c(C)nnc3s2)c1	-7	-0.7	0.0	-2	4	nt	i	4	3
O=C(Nc1cccc(S(=O)(=O)N2CCCCC2)c1)[C@@H]1CCCN1S(=O)(=O)c1ccccc1C(F)(F)F	-3	-1.0	0.0	-3	-2	0.2	i	1	nt
Cc1nc2cc(NCc3ccccc3O)ccc2n1Cc1ccccc1	40	-0.8	-0.2	4	-3	-2.9	2.1	4	6
COc1ccc(CCNC(=O)CSc2nc(O)cc(=O)[nH]2)cc1OC	-5	0.6	-0.1	0	-7	-0.4	-0.1	3	-3
O=C(O)c1ccccc1-c1c2cc(I)c(=O)c(I)c-2oc2c(I)c(O)c(I)cc12	15	34*	64*	33*	-117&-89	-8.2&-9.1	-0.3&0.4	2&-6	nt
O=C(O)Cc1sc(N/N=C\c2ccncc2)nc1-c1ccccc1	nt	2.0	-1.4	-10	-20	0.0	0.1	12	1
CC(=O)NC1C(OC(=O)Cc2ccccc2)OC(COC(C)=O)C(OC(C)=O)C1OC(C)=O (stereo not given)	-14	0.3	-0.6	-1	1	-0.3	1.4	-8	3
O=C(Nc1ccccc1C(=O)N1CCN(c2cccc(Cl)c2)CC1)C1=CSCCO1	10	19	-0.9	0	-2	1.0	2.0	13	5
Cc1c(C(=O)N(C)c2ccccc2Cl)cnn1-c1ccccc1	-7	-0.7	-1.9	-2	-6	0.8	-0.4	5	5
Cc1cccc(C(=O)Nc2cccc3c2CCCC3)c1	-41	0.4	-2.1	3	0	1.1	i	8	3
CC(C)Cc1nnc(NC(=O)CSc2nc(-c3ccccc3)cc(=O)[nH]2)s1	-10	1.7	0.1	1	1	1.1	-0.8	6	0
CCN(CC)CCCN1C(=O)C(O)=C(C(=O)c2ccc(C)o2)C1c1ccc(C)o1 (stereo not given)	-2	3.7	1.9	2	3	nt	-0.1	-1	5
CC(=O)Nc1ccc(OCC(=O)NCCc2ccccc2)cc1	-14	-0.4	-1.0	0	4	2.0	-0.2	-11	-1
O=C(COC(=O)c1cc([N+](=O)[O-])ccc1NCc1ccccc1)NC1CCCCC1	-9	-0.2	-1.1	-1	-5	nt	-0.4	-1	3
CCCC(=O)NC(=S)Nc1ccccc1OC	2	-0.2	0.5	-2	6	nt	i	-9	1
O=C(NC1CCCC1)C(c1c[nH]c2ccccc12)N(C(=O)Cn1nnc(-c2ccc(Cl)cc2)n1)c1ccccc1 (stereo not given)	0	0.0	12	-14	9	nt	1.7	12	4
COc1ccc(N2CCN(C(=O)[C@@H]3CCCN3C3=NS(=O)(=O)c4ccccc43)CC2)cc1	2	0.1	0.3	4	-2	1.5	-0.4	0	nt

Other compounds.
canonical_smiles	PriA SSB inh	PfHsp40 rescue	BoNT A protease	Anthrax LF inh2	PrPC surface inh	TcdB inh	BH1578 lux ind	Yp Topo-I inh	3CLpro inhibitor
O=C(NC(C(=O)N1CCCC1C(=O)O)=C1CCCCC1)c1ccccc1 (stereo not given)	-3	1.1	-0.2	-1	-4	nt	i	-2	-6
C[C@@H]1CN([C@H](C)CO)C(=O)CCCn2nncc2CO[C@H]1CN(C)C(=O)c1ccncc1	nt	nt	-0.3	1	1	0.4&-6.6&0.1	i	8	nt
COCCn1c(SCC(=O)NCCc2ccc(OC)c(OC)c2)nc2c([nH]c3ccccc32)c1=O	-4	1.5	0.5	-1	4	0.2	i	-10	3
Cc1ccc(C)c(S(=O)(=O)Nc2ccc(C(=O)NCCc3ccccn3)cc2)c1	4	0.1	-0.6	1	8	0.5	-0.9	4	-4
Cc1ccccc1-c1noc(CNC(=O)c2ccco2)n1	-6	0.1	-1.1	0	-1	-0.1	-0.5	-5	-6
O=C(c1csc2c1CCCC2)N1CCN(c2ncccn2)CC1	-13	-1.0	1.4	-2	nt	1.5	0.2	8	4
CCOC(=O)CSc1nc(COc2ccccc2)nc2ccccc12	1	-0.8	-2.5	1	59*	0.8	2.4	9	-2
CCS(=O)c1ccccc1C(=O)OCC(=O)Nc1cccc(S(=O)(=O)N2CCCCC2)c1 (stereo not given)	6	-1.0	-0.1	-6	16	0.8	i	21	nt
O=C(Cc1ccccc1[N+](=O)[O-])NCCCc1ccccc1	0	1.3	-0.7	-7	0	-3.5	0.3	-2	4
CCCCn1c(-c2ccccc2)nc2c(=O)n(C)c(=O)[nH]c21	-10	0.8	-0.2	-3	0	nt	-0.5	3	1
CCCCCCn1c(=O)n2n(c1=O)[C@@H]1CN(S(=O)(=O)c3ccc(C)cc3)C[C@]1(O)[C@@H](OC(=O)NCc1ccccc1)C2	nt	nt	-0.1	-2	-6	1.3	-0.7	-4	nt
CCOC(=O)c1[nH]c2c(c1C)C(=O)CC(c1ccco1)C2 (stereo not given)	2	-1.5	-2.3	-8	1	1.5	-0.2	5	5
COc1nc(OC)nc(N2CCC(NC(=O)C(Cc3ccc(C(C)C)cc3)NC(C)=O)CC2)n1 (stereo not given)	-20	1.3	1.3	-2	1	nt	-0.2	0	4
Nc1cc(=O)[nH]c(=O)n1CC1CC1	0	24	-0.3	-2	-4	nt	-0.6	1	-4
CCCCNC(=O)C(=O)NC(C)CCc1ccccc1 (stereo not given)	-1	0.4	0.3	1	9	nt	i	-4	1
COc1cc(OC)c(OC)cc1CNC(C)C(O)c1ccccc1 (stereo not given)	-7	-0.8	-3.0	-1	-2	nt	18	2	4
COC(=O)[C@@H]1C(c2c(OC)cc(OC)cc2OC)=NO[C@H]1C(=O)OC	-3	-0.8	0.2	-8	-2	1.3	i	-2	5
CCC/C=C/c1ccc(CN2C(CC(C)C)C(=O)N(Cc3cn(CCOCOC)nn3)CCS2(=O)=O)cc1 (stereo not given)	nt	nt	-0.6	1	-8	1.0	0.6	23	nt
CCC(Sc1nc2n[nH]c(C)c2c(=N)n1-c1cccc(Cl)c1)C(=O)NCCOC (stereo not given)	-11	-0.7	0.8	3	-5	nt	7.1	11	0
CCOC(=O)c1sc(=S)n(CC)c1N	3	-0.5	-0.4	-1	-18	nt	-0.3	-5	0

The list continues:
canonical_smiles	PriA SSB inh	PfHsp40 rescue	BoNT A protease	Anthrax LF inh2	PrPC surface inh	TcdB inh	BH1578 lux ind	Yp Topo-I inh	3CLpro inhibitor
C/C(=N\NC(=O)C(C)Oc1ccc([N+](=O)[O-])cc1)c1ccccn1 (stereo not given)	nt	-1.0	?	-5	1	nt	0.9	-11	1
CP(=O)(Nc1cc(Cl)ccc1Cl)c1nc2c(s1)CCCC2 (stereo not given)	-4	3.8	-1.3	-6	-6	1.3	2.0	18	2
COc1cc(F)c(C2=CC(=O)C[C@H](c3ccc(Cl)cc3)C2)cc1F	-11	2.1	-0.4	-2	1	-4.8	0.6	42	nt
COc1cccc(NC(=O)CSc2nnnn2C2CCCCC2)c1	-10	-0.6	-0.4	-5	4	0.3	-0.4	-15	3
